# TEAD-YAP block: TEAD-YAP interaction inhibition; HEK-TIYL cells, TEAD-Gal4/YAP UAS-luciferase luminescence; 640,000 compounds, 1.4% hits; inhibition, % at 9.12 µM; AID 1259422; in the data active = inhibition above about 32%;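 note: 0% = median of test compound wells and 100% = reference inhibitor wells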
# GPR151 ag: activates the human receptor GPR151. activation, % at 11.2 µM. 650,000 compounds, 1% hits. Q8TDV0. PathHunter beta-arrestin GPR151 cells, luminescence; in the data active = activation above about 4.9%;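 note: 0% = median of compound wells and 100% = cells with positive control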
# Target sequence (Q8TDV0 whole entry, looked up): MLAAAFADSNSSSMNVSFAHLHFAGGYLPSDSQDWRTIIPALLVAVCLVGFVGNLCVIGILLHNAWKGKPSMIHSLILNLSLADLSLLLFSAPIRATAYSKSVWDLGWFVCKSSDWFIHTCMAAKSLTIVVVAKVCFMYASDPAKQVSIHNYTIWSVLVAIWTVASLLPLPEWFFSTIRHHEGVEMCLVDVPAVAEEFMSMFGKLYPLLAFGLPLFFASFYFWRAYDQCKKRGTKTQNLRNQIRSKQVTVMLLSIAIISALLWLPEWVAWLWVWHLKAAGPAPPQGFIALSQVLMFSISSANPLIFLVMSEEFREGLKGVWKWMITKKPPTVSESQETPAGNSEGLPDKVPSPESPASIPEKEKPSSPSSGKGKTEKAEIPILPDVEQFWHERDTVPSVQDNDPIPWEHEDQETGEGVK
# MITF primary: blocks human microphthalmia-associated transcription factor | O75030 | AlphaScreen MITF homodimerization, bead proximity signal | inhibition, % at 2.6 µM | 650,000 compounds, 0.91% hits; in the data active = inhibition above about 50%;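 note: 0% = vehicle wells with protein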
# FBW7 activator: human FBW7 E3 ligase activation, primary screen; Q969H0; AlphaScreen FBW7–phospho-cyclin E peptide binding, activator screen; normalized activity (activation), % at 26.1 µM; 650,000 compounds, 0.13% hits; AID 1259310; in the data active = normalized activity above about 1.9%;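 note: purified mutant Fbw7 with reduced substrate affinity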
# Target sequence (Q969H0 whole entry, looked up): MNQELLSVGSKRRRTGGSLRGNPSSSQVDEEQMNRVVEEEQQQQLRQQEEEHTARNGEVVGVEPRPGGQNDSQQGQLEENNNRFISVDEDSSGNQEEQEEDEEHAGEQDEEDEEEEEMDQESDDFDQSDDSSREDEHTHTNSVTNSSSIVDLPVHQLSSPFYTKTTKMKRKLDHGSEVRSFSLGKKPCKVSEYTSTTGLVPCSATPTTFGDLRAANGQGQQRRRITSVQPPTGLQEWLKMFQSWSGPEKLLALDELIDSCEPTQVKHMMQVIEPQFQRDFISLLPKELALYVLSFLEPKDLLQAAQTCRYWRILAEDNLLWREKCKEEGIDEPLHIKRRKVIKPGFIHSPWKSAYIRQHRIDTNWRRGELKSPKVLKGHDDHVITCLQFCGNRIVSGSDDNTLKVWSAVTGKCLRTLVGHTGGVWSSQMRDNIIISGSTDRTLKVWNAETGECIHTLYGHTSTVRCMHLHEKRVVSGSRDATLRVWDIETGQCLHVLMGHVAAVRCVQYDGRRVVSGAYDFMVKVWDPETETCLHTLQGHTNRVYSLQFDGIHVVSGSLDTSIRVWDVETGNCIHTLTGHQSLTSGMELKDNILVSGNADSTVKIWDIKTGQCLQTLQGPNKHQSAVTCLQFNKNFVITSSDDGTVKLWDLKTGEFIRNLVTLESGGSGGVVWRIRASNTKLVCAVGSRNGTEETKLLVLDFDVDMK
# * marks the source's active call; other numbers are inactive results; x = no result given; & = joins results of further samples.
SMILES	TEAD-YAP block	GPR151 ag	MITF primary	FBW7 activator
COc1ccccc1NC(=O)CN1CCc2nc(N3CCCC3)[nH]c(=O)c2C1	-6	-1.1	11	0.2
CCN1CCN(Cc2c(C)[nH]c3c(C)cc(C)cc3c2=O)CC1	0	0.7	-6	0.0
CN(C)c1ccc(/C=C2\N=C(c3ccccc3Cl)OC2=O)cc1	3	-0.7	-1	-0.1
Cc1nc2nc[nH]n2c(=O)c1CCC(=O)O	1	2.6	-11	0.1
COc1ccc(NC2=CC(=O)CC(C)(C)C2)c(OC)c1	-4&16	-1.8&-0.3	2&11	-0.3&0.9
Cn1c(=O)ccc2ccc3ccc(Cl)nc3c21	1	1.6	10	0.2
COc1ccc(NC(=O)C2CCCN(C(=O)NC3CCCCC3)C2)cc1 (stereo unspecified)	-3	-0.1	20	-0.1
Cc1ccc2nc(NC(=O)c3ccccc3C(=O)O)sc2c1	19	-3.5	-6	1.1

# Next part:
SMILES	TEAD-YAP block	GPR151 ag	MITF primary	FBW7 activator
CC(=O)c1cccc(-c2ccc(/C=C3\C(=O)NC(=O)C(C#N)=C3C)o2)c1	3	0.1	19	0.0
COCCNC(=O)CCCn1c(=S)[nH]c2c(sc3ccccc32)c1=O	10	-0.1	3	0.6
COc1ccc(C2CC(=O)C3=C(C2)Nc2ccccc2NC3c2ccccc2OC(C)C)cc1 (stereo unspecified)	4	-1.0	1	0.0
CCCOc1ccc(-c2nc(C#N)c(N3CCOCC3)o2)cc1	0	-1.6	4	-0.1
CCCCc1nc2c(c3c1C[C@H](C)OC3)CN(CCC(C)C)CC2	x	0.2	5	0.0
Cc1nc(-n2nc(C3CC3)cc2NC(=O)c2ccc(F)cc2)[nH]c(=O)c1C	5	-1.8	-6	0.0
CC(C)c1ccc2oc(-c3cc(NC(=O)c4cc5ccccc5o4)ccc3Cl)nc2c1	-2	-0.6	-13	0.0
COC(=O)C1=CN(CC2CCCO2)C=C(C(=O)OC)C1c1ccc([N+](=O)[O-])cc1 (stereo unspecified)	3	2.1	11	0.0

# (more compounds)
SMILES	TEAD-YAP block	GPR151 ag	MITF primary	FBW7 activator
O=C(Cn1cc2c(n1)CCCCC2)NCc1ccco1	-2	0.0	16	-0.1
Cc1nonc1NS(=O)(=O)c1ccccc1	-6	1.0	-3	-0.1
CCCCc1nc(Cl)c(CN2CCc3c(nc(N4CCC(C)CC4)[nH]c3=O)C2)[nH]1	-6	3.9	-6	0.1
O=C1NCCN(CC(c2ccccc2)c2ccccc2)C1CC(=O)N1CCC(CO)CC1 (stereo unspecified)	5	-0.7	0	-0.1
O=C(NCc1ccc(F)cc1)C1CCCN1c1nnc(N2CCCC2=O)s1 (stereo unspecified)	0	1.7	6	-0.1
CCCNC(=O)c1csc(-c2csc3ccccc23)n1	0	0.7	-2	-0.1
O=C1N=C(N2CCOCC2)S/C1=C/c1ccc(OS(=O)(=O)c2ccccc2)cc1	22	-1.3	4	0.0
CC1(C)Cc2c(sc(NC(=O)CCCN3C(=O)c4ccccc4C3=O)c2C#N)C(C)(C)N1	10	0.3	15	0.6

# New compounds follow:
SMILES	TEAD-YAP block	GPR151 ag	MITF primary	FBW7 activator
COC(=O)C1CCN(Cc2ccc3c(c2)CN(C(=O)c2cccc(C)c2)CCO3)CC1	6	-0.4	10	0.8
CCOCCCNC(=O)c1ccccc1SC	3	3.7	1	0.1
CC(C)c1cc(NCCCN2CCOCC2)n2c(nc3ccccc32)c1C#N	9	0.4	-15	0.1
CCOC(=O)CCn1c(=O)c2c(nc3n(C)c(C)cn23)n(C)c1=O	4	0.7	4	-0.2
Cc1cccc(Nc2nnc(-c3ccc(C)c(S(=O)(=O)N4CCCCC4)c3)c3ccccc23)c1	0	-0.4	-10	0.1
CC(C)OC(=O)C1=C(N)OC2=C(C(=O)CCC2)C1c1ccccc1F (stereo unspecified)	-8	1.5	-9	-0.1
CCc1ccc(-n2cnc3cc(C(=O)NCCN4CCOCC4)ccc32)cc1	7	-0.3	11	0.0
COc1cc(S(=O)(=O)N(Cc2ccc(C)cc2)C2CCCCC2)ccc1-n1cnnn1	-7	0.9	16	0.0

# Other records follow.
SMILES	TEAD-YAP block	GPR151 ag	MITF primary	FBW7 activator
NC(=O)c1ccsc1NC(=O)CSc1ccc(Br)cc1	-36	3.2	-8	0.1
COc1ccccc1N1CCN(C(CNC(=O)C2CC2)c2cccnc2)CC1 (stereo unspecified)	5	0.9	4	-0.3
Cc1ccc2oc(=O)c3cc(C(=O)NCC4CCCO4)sc3c2c1 (stereo unspecified)	-10	0.6	7	0.1
CCCCN1C(=S)SC(C)(C)C1n1oc(=O)n(-c2ccccc2)c1=O (stereo unspecified)	6	2.8	1	0.0
COc1nn(C)cc1-c1nnc(SCC(C)=O)n1C	-2	0.0	17	0.9
Cc1cccc(NC(=O)CSc2ncnc3nc[nH]c23)c1	-12	-0.6	-2	-0.1
COc1ccc2[nH]c3c(=O)n(CCCCC(=O)NCCS)c(=S)[nH]c3c2c1	-4	-1.4	-6	0.7
O=C(O)c1cc(N2C(=O)C3C4C=CC(CO)(O4)C3C2=O)ccc1Cl (stereo unspecified)	2	-0.4	14	-0.1

# Continuation:
SMILES	TEAD-YAP block	GPR151 ag	MITF primary	FBW7 activator
CC1(C)C2CCC1(CS(=O)(=O)Nc1cccc(F)c1)C(=O)C2 (stereo unspecified)	-6	0.4	-3	-0.1
O=C(CN1N=C(c2ccc(Cl)cc2)CCC1=O)NC1CCCCCCC1	-11	0.1	-2	0.2
O=C(CCN(Cc1ccccc1)S(=O)(=O)c1ccc(F)cc1)NO	-3	1.4	-4	-0.1
CN1Cc2ccccc2CC1C(=O)N1CCOc2ccc(CN3CCOCC3)cc2C1 (stereo unspecified)	1	-1.1	8	-0.1
Cc1ccc(OCCNC(=O)c2ccccc2N)cc1	-13	-0.4	12	0.3
CC(C)CCNC(=O)c1cn(C)c2ccc(S(=O)(=O)N(C)C3CCCCC3)cc2c1=O	-3	-0.5	-11	0.0
OC1CCN(c2ccnc3c(-c4cccc5ccccc45)cnn23)CC1	-22	-0.5	-2	0.2
Cc1cc(NC(=O)CN(c2ccccc2)S(C)(=O)=O)ccc1Br	1	1.3	11	0.0

# Other results
SMILES	TEAD-YAP block	GPR151 ag	MITF primary	FBW7 activator
COc1ccc2[nH]c(=O)c(CN(CCO)C(=O)c3ccccc3F)cc2c1	11	-0.4	15	0.2
CC(=O)Nc1ccc(NC(=O)c2sc3[nH]c(=O)c(C(=O)O)cc3c2N)cc1	6	1.6	13	-0.2
CC(=O)N1CC(C)Oc2cc(S(=O)(=O)Nc3ccc(C)c(F)c3)ccc21 (stereo unspecified)	12	0.3	7	0.0
CCN(CC)C(=O)c1ccc2c(=O)n(Cc3ccc4c(c3)OCO4)c(=S)[nH]c2c1	4	-1.1	12	0.2
Cc1ncc(CO)c(/C=N/NC(=O)c2cc3c(s2)CCC(C)C3)c1O (stereo unspecified)	18	-0.4	17	-0.1
O=C(NCCCN1CCOCC1)Nc1ccc(Cc2ccc(NC(=O)NCCCN3CCOCC3)cc2)cc1	-14	0.4	3	-0.2
COc1ccc(C(=O)NC2CC2)cc1OC1CCN(Cc2ccncc2)CC1	3	-0.8	-4	0.0
C#CCOC(=O)C1CCN(S(=O)(=O)c2cccc3nsnc23)CC1	-1	-2.3	19	0.4

# The list goes on (five carried over from the part before).
SMILES	TEAD-YAP block	GPR151 ag	MITF primary	FBW7 activator
CCN(CC)C(=O)c1ccc2c(=O)n(Cc3ccc4c(c3)OCO4)c(=S)[nH]c2c1	4	-1.1	12	0.2
Cc1ncc(CO)c(/C=N/NC(=O)c2cc3c(s2)CCC(C)C3)c1O (stereo unspecified)	18	-0.4	17	-0.1
O=C(NCCCN1CCOCC1)Nc1ccc(Cc2ccc(NC(=O)NCCCN3CCOCC3)cc2)cc1	-14	0.4	3	-0.2
COc1ccc(C(=O)NC2CC2)cc1OC1CCN(Cc2ccncc2)CC1	3	-0.8	-4	0.0
C#CCOC(=O)C1CCN(S(=O)(=O)c2cccc3nsnc23)CC1	-1	-2.3	19	0.4
c1ccc(CN2CCC(Nc3nc(NCCN4CCOCC4)c4ncn(C5CCCCC5)c4n3)CC2)cc1	4	-1.0	8	0.0
Cc1ccc(N2CCN(c3ccc(C)cc3)C2c2cc([N+](=O)[O-])ccc2N2CCCC2)cc1	4	-0.9	-1	-0.1
COc1cccc(N/C(=N\c2nc(C)cc(C)n2)NC(=O)Nc2ccc(Cl)c(Cl)c2)c1	16	1.1	8	0.0
C#CCN1C(=O)S/C(=C/c2ccco2)C1=O	9	1.1	28	0.0
COC(CN1C(=O)C(O)=C(C(C)=O)C1c1ccc(Cl)cc1)OC (stereo unspecified)	1	1.0	8	0.0
O=C(c1ccc2nc(-c3cccs3)c(-c3cccs3)nc2c1)N1CCN(c2ccc(Cl)cc2)CC1	8	1.6	0	0.6
CC1(C(=O)Nc2ccc(Cl)cc2)CC2c3ccccc3C1c1ccccc12 (stereo unspecified)	4	0.0	13	1.5
FC(F)(F)c1cccc(CNc2ccnc(-c3csc4ccccc34)n2)c1	-15	-2.1	12	0.0

# Next part.
SMILES	TEAD-YAP block	GPR151 ag	MITF primary	FBW7 activator
CCc1nn2cc(-c3ccc(F)cc3)nc2s1	40*	-10.0	9	0.2
O=C(Nc1ccc(-c2cscn2)cc1)C1CCCN(C(=O)CCN2CCCCO2)C1 (stereo unspecified)	3	1.3	3	0.0
O=C(Cn1c2ccccc2c2cn[nH]c(=O)c21)NCCc1ccc(Cl)cc1	-7	0.9	-3	-0.2
CCCC(=O)NNC(=O)c1ccccc1C	-2	-0.4	-9	0.1
O=S1(=O)CCC(N2CCNCC2)C1 (stereo unspecified)	6	0.4	9	0.1
O=C(CNc1ccc(F)cc1)N/N=C/c1ccco1	-3	0.1	15	0.6
O=C1C2C3C=CC(C3)C2C(=O)N1c1c(F)cccc1F (stereo unspecified)	4	0.0	-3	-0.1
COc1ccccc1N(CCN1C(=O)c2cccc3cccc(c23)C1=O)C(=O)c1cc(OC)c(OC)c(OC)c1	-8	0.2	13	-0.1

# Next entries:
SMILES	TEAD-YAP block	GPR151 ag	MITF primary	FBW7 activator
Cc1nonc1NC(=O)CSc1nnc(-c2ccco2)n1Cc1ccco1	-4	-0.7	25	-0.1
Cc1c(O)cccc1C(=O)N[C@@H](CSc1ccccc1)[C@H](O)CN1C[C@H]2CCCC[C@H]2C[C@H]1C(=O)NC(C)(C)C	5	0.3	9	0.5
CCCCN1C(=O)c2oc3ccc(Cl)cc3c(=O)c2C12C(=O)N(CC)c1ccccc12 (stereo unspecified)	2	-0.3	-11	-0.1
COc1ccc(CCNC(=O)c2ccc(N3CCOCC3)c([N+](=O)[O-])c2)cc1OC	0	1.7	12	-0.3
C[n+]1cc(C(=O)NCCCO)ccc1/C=N/O	5	0.6	20	0.0
C[C@@H](OCc1ccccc1)[C@@H]1NC(=O)[C@H]2CN(C(=O)c3cccc(F)c3F)CCN2C1=O	-1	-0.8	-1	0.1
O=C(Nc1ccc2c(c1)OCCO2)C1CCCN1C(=O)Nc1ccc(Cl)cc1 (stereo unspecified)	17	2.1	9	-0.1
O=c1c(-c2ccccc2Cl)coc2cc(OCc3cccc(Cl)c3)ccc12	3	-0.2	1	0.2

# Further results.
SMILES	TEAD-YAP block	GPR151 ag	MITF primary	FBW7 activator
COC(=O)N/N=C/c1cccc(C(F)(F)F)c1	-13	-0.3	-5	-0.2
CC1CCN(c2nc3c(c(=O)[nH]2)CCN(Cc2cn(CC(=O)O)c4ccccc24)C3)CC1	-3	0.1	3	-0.1
CC1=C(C(=O)OCC2CCCO2)C(c2ccccc2F)NC(=O)N1 (stereo unspecified)	-7	-0.8	-20	0.6
CC[C@@H](Cn1nc(-c2cccs2)oc1=O)NC(=O)c1cc(C)no1	-3	-0.3	5	0.0
COC(=O)c1c(Cl)cccc1Oc1nc(OC)nc(OC)n1	1	0.3	0	0.0
CCOC(=O)C(=CNc1nnc(C)s1)C(=O)OCC	4	-1.7	20	0.1
CNC(=O)c1ccc(NS(=O)(=O)c2ccccc2)cc1	-4	-1.8	-6	0.2
O=C(OCC(=O)c1ccc[nH]1)c1ccc(O)cc1	-10	-8.5	14	-0.1

# Part of the list above with just GPR151 ag.
SMILES | GPR151 ag
O=C(OCC(=O)c1ccc[nH]1)c1ccc(O)cc1 | -8.5
CCOC(=O)C(=CNc1nnc(C)s1)C(=O)OCC | -1.7
CC1=C(C(=O)OCC2CCCO2)C(c2ccccc2F)NC(=O)N1 (stereo unspecified) | -0.8
COC(=O)c1c(Cl)cccc1Oc1nc(OC)nc(OC)n1 | 0.3

# Next entries
SMILES	TEAD-YAP block	GPR151 ag	MITF primary	FBW7 activator
C=CCNc1cc(=O)n(C)c(=O)n1CC=C	1	-0.4	-10	0.1
O=C(CSc1nc2ccsc2c(=O)n1Cc1ccccc1)NCC1CCCO1 (stereo unspecified)	-7	3.1	5	-0.1
CC(C)CCCC(C)NC(=O)c1cccc([N+](=O)[O-])c1 (stereo unspecified)	-7	1.1	11	0.0
Cc1cccc(-n2c(CNC(=O)c3ccccc3)nnc2SCC(=O)N2N=C(c3cccs3)CC2c2ccc(F)cc2)c1 (stereo unspecified)	18	1.1	-1	-0.1
O=[N+]([O-])c1ccc(-c2cn(Cc3ccccn3)cn2)cc1	-32	0.7	4	-0.2
CCN1CCN(C(c2cccs2)C(C)NC(=O)CC(C)C)CC1 (stereo unspecified)	-12	-1.8	-6	0.6
Fc1ccc(CNc2ccc3ncc(-c4ccc(N5CCOCC5)cc4)n3n2)cc1	-7	-0.2	9	0.1
O=C(NCc1csc(-c2cccs2)n1)C1CC(Cc2ccc3c(c2)OCO3)=NO1 (stereo unspecified)	-16	0.3	-4	0.1
COc1ccc(OC)c(NS(=O)(=O)c2ccc3[nH]c(=O)[nH]c3c2)c1	7	-0.5	6	-0.1
Cc1nc2sc(-c3ccccc3)cc2c(=S)[nH]1	-21	-1.3	5	0.0
